Myeloid diff 2: promotes myeloid progenitor differentiation. actives 1% (n = 360,000). calls only at 10 µM. AID 624256. ER-HoxA9 myeloid progenitors, lysozyme-GFP differentiation, flow cytometry;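 active = normalized GFP-positive differentiation at or above the plate's own cutoff, the solvent-only control mean plus 3 SD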;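 also: cells exposed to compound for four days before flow analysis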
PhoP inhibition: inhibitors of PhoP regulon expression, primary screen, Salmonella Typhimurium, GFP reporter (AID 1863). S. Typhimurium PhoP-regulated promoter GFP reporter, 4 h; higher % means a stronger effect. inhibition, % at 50 µM; hits with a dose series show IC50 in µM. actives 0.16% (n = 300,000);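 active = inhibition over 29.93%, a cutoff 3 SD above the screen mean, later confirmed by dose response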;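 also: 0% = low Mg2+ inducing control and 100% = high Mg2+ repressing control; strong numbers were not always called active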
Myeloid diff 2 GFP+ MAC1+ %: also measured in Myeloid diff 2; calls as there; GFP+ MAC1+ double positive, %; measured here: differentiation confirmed by MAC1 staining
* marks the source's active call; other numbers are inactive results; i = inactive; + = active, no number.

entry	SMILES	Myeloid diff 2	Myeloid diff 2 GFP+ MAC1+ %	PhoP inhibition
1	CCCCn1c(N)c(N(CCOC)C(=O)c2cc3c(s2)CCC(C)C3)c(=O)[nH]c1=O (stereo not given)	i	0.9	-8%
2	O=C(c1ccc(-n2cncn2)c([N+](=O)[O-])c1)N1CCN(S(=O)(=O)c2ccc(Br)cc2)CC1	i	0.9	3%
3	Nc1ncnc2c1ncn2[C@@H]1O[C@H](CO)C[C@H]1O	i	2.3	5%
4	CCC(C)c1ccccc1N1CC(C(=O)NCCc2ccc(OC)c(OC)c2)CC1=O (stereo not given)	i	0.6	-6%
5	C=CCNc1nc(C(=O)OCC(=O)Nc2cc(S(C)(=O)=O)ccc2Cl)cs1	i	0.2	-9%
6	O=C(Nc1ccccc1N1CCCCC1)C1CCN(S(=O)(=O)c2ccccc2C(F)(F)F)CC1	i	0.8	13%
7	CCOc1ccccc1NC(=O)COC(=O)CCOc1cc(C)ccc1C	i	1.3	3%
8	CCCN(CC(=O)Nc1ccccc1OC)C(=O)c1ccc(S(=O)(=O)Nc2ccccc2)cc1	i	0.6	3%
9	CN(C)C(N)=NCCC[C@H](N)C(=O)O	i	2.6	5%
10	CCN(CC(=O)Nc1c(F)cccc1F)C(=O)CCNC(=O)c1ccc([N+](=O)[O-])cc1	i	1.0	2%
11	COc1ccccc1NC(=O)COc1cccc2c1CCNC2=O	i	0.7	-3%
12	COc1ccc(/C=C/C(=O)OCC(=O)Nc2ccc3[nH]c(=O)[nH]c3c2)cc1OC	i	0.7	-2%
13	O=C(NCC(=O)N1CCCCCCC1)c1ccc(Br)o1	i	1.2	-3%
14	CC1(OC(=O)c2cccs2)C(=O)C=C2C=C(C3CC3)OC=C2C1=O (stereo not given)	i	2.4	1%
15	Cc1ccc(C)c(NC(=O)CN(C)C(=O)C2CCN(C(=O)Nc3ccccc3)CC2)c1	i	1.7	-1%
16	O=C1COc2ccc(C(=O)COC(=O)c3ncc(Cl)c(Cl)c3Cl)cc2N1	i	0.6	6%
17	Cc1cc(C)nc(NNS(=O)(=O)c2ccc(F)c(Cl)c2)n1	i	0.9	4%
18	CCc1noc(C)c1C(=O)Nc1nc2c(C)cccc2s1	i	0.5	-7%
19	CC(=O)[C@H]1CC[C@H]2[C@@H]3CC=C4C[C@@H](O)CC[C@]4(C)[C@H]3CC[C@]12C	i	1.7	9%
20	CN(CC(=O)Nc1c(Cl)cccc1Cl)C(=O)Cc1ccc2c(c1)CCC2	i	0.5	-3%
21	COCC(C)NC(=O)C1CCN(S(=O)(=O)c2ccc3ccccc3c2)CC1 (stereo not given)	i	0.4	5%
22	CCOc1ccc(CCNC(=O)COC(=O)c2nc(Cl)ccc2Cl)cc1OCC	i	0.6	-10%
23	CCN(CC(=O)Nc1cc(Cl)ccc1C)C(=O)CN1C(=O)NC(CC)(c2ccccc2)C1=O (stereo not given)	i	0.6	-3%
24	CCOc1ccc2oc(C(=O)Nc3cc(C)ccn3)c(C)c2c1	i	0.5	-5%
25	Cc1ccc(NC(=O)CSc2nnc(-c3cccnc3)o2)c(C)c1	i	0.6	2%
26	CCOC(=O)c1c(C)[nH]c(C)c1C(=O)Cn1nnc(-c2ccccc2C)n1	i	1.2	0%
27	Cc1ccn2c(=O)c(NC(=O)c3ccc(Br)o3)c(C)nc2c1	i	1.1	-5%
28	CCC(=O)c1c(CC)c2n3c1CC[C@H]3CCC2	i	1.1	0%
29	COC(=O)C1=C(C)N(CCCC(=O)O)C(=O)NC1c1ccc2c(c1)OCO2 (stereo not given)	i	0.6	-2%
30	CCOC(=O)C1=C(COC(=O)c2ccc(OC(C)C)cc2)NC(=O)NC1C (stereo not given)	i	0.8	8%
31	Cc1c(C(=O)N2CCN(C(=O)c3ccco3)CC2)oc2c(Cl)cccc12	i	1.2	2%
32	Cc1n[nH]c(=O)c2c(NC(=O)CSc3ccc(F)cc3)oc(C)c12	i	0.2	-2%
33	CN(C)CCn1c2c(c(SCC(=O)Nc3cccc4ccccc34)nc1=O)CCC2	i	0.5	-6%
34	CC1CN(S(=O)(=O)c2cccc(C(=O)NNC(=O)C(C)Oc3ccccc3F)c2)CC(C)O1 (stereo not given)	i	0.7	-3%
35	Cc1ccc(S(=O)(=O)N2CCC(C(=O)OCC(=O)N(C)CC(=O)Nc3ccc(F)cc3)CC2)cc1C	i	0.9	9%
36	Cc1cccc(CN2[C@@H](CC(C)C)COCCS2(=O)=O)c1	i	2.0	-7%
37	COc1cc(/C=C/C(=O)O)cc(OC)c1O	+	38*	-19%
38	CN(CC(=O)Nc1cccc(F)c1)C(=O)c1ccccc1OCCOc1ccccc1	i	0.8	-3%
39	O=C(OCC(=O)N1CCCc2ccccc21)c1cccc(C(F)(F)F)c1	i	0.8	1%
40	CC(OC(=O)c1cccc(-n2cnnn2)c1)C(=O)Nc1cccc(Cl)c1 (stereo not given)	i	0.3	4%
41	Cn1c(CCC(=O)Nc2ccc(F)cc2)nc2cc(S(=O)(=O)N3CCOCC3)ccc21	i	0.6	-4%
42	COc1ccc(N2CC(NS(=O)(=O)c3cccs3)CC2=O)cc1OC (stereo not given)	i	1.0	-4%
43	CCOc1ccc(C(C)=O)cc1COC(=O)CN1C(=O)NC2(CCCC2)C1=O	i	0.5	-5%
44	C=CCNc1nc(C(=O)OCC(=O)Nc2ccc(S(N)(=O)=O)cc2)cs1	i	0.5	-1%
45	CCOc1ccc(NC(=O)CN(C)C(=O)CSCc2c(C)noc2C)cc1OCC	i	0.9	-3%
46	CS(=O)(=O)N1c2ccccc2[C@]2(Br)C[C@H]3C(=O)N[C@@H](Cc4ccccc4)C(=O)N3[C@H]12	i	2.3	7%
47	CCN1CCN(c2ccc(S(=O)(=O)N3CCOCC3)cc2NC(=O)/C=C/c2ccc(OC)cc2OC)CC1	i	1.0	-9%
48	CCc1ccccc1Nc1nc(N)nc(COC(=O)CCNS(=O)(=O)c2ccccc2)n1	i	0.8	-2%
49	CCOc1ccccc1N1CCN(C(=O)Cc2ccc(S(=O)(=O)N3CCOCC3)s2)CC1	i	1.9	-7%
50	CCOc1ccc(S(=O)(=O)Nc2cccc(C(=O)NCC(c3ccco3)N(C)C)c2)cc1 (stereo not given)	i	1.2	1%

Profiles as entered above. Order of values: Myeloid diff 2, Myeloid diff 2 GFP+ MAC1+ %, PhoP inhibition
CCOc1ccc(C(C)=O)cc1COC(=O)CN1C(=O)NC2(CCCC2)C1=O across the screens: i, 0.5, -5%
CCOc1ccc(S(=O)(=O)Nc2cccc(C(=O)NCC(c3ccco3)N(C)C)c2)cc1 (stereo not given) across the screens: i, 1.2, 1%
CCN1CCN(c2ccc(S(=O)(=O)N3CCOCC3)cc2NC(=O)/C=C/c2ccc(OC)cc2OC)CC1 across the screens: i, 1.0, -9%
CCOc1ccccc1N1CCN(C(=O)Cc2ccc(S(=O)(=O)N3CCOCC3)s2)CC1 across the screens: i, 1.9, -7%

Only Myeloid diff 2 (two entries from above):
cpd	SMILES	Myeloid diff 2
45	CCOc1ccc(NC(=O)CN(C)C(=O)CSCc2c(C)noc2C)cc1OCC	i
46	CS(=O)(=O)N1c2ccccc2[C@]2(Br)C[C@H]3C(=O)N[C@@H](Cc4ccccc4)C(=O)N3[C@H]12	i

Other results:
entry	SMILES	Myeloid diff 2	Myeloid diff 2 GFP+ MAC1+ %	PhoP inhibition
51	CC1CC(NS(=O)(=O)c2cc3c4c(c2)CCN4C(=O)CC3)CC(C)(C)C1 (stereo not given)	i	1.1	4%
52	CCOc1ccc(-n2ccnc(SCC(=O)NCCc3ccccc3)c2=O)cc1	i	0.6	-6%
53	COc1ccc(CC(=O)OC(C)C(=O)Nc2ccc(S(N)(=O)=O)cc2)cc1 (stereo not given)	i	0.5	2%
54	CN1CCN(c2ccc(-c3cccc(NC(=O)COc4ccc(Cl)cc4)c3)nn2)CC1	i	0.2	1%
55	c1ccc2[nH]cnc2c1	i	2.1	-10%
56	Cc1cc(C(=O)COC(=O)c2ccc(Cl)c(S(N)(=O)=O)c2)c(C)n1C1CC1	i	0.9	-6%
57	CCOC(=O)c1c(NC(=O)COC(=O)c2nccnc2N)sc(C(=O)N(C)C)c1C	i	0.4	0%
58	O=C(NCC1CCCN1S(=O)(=O)c1cccs1)c1ccc(Cl)cc1 (stereo not given)	i	0.5	-3%
59	Cc1ccccc1NS(=O)(=O)c1ccc(C(=O)N2CCC2)cc1	i	1.1	-4%
60	O=C(NNC(=O)c1ccccc1O)c1ccc(S(=O)(=O)Nc2ccccc2F)cc1	i	1.2	-3%
61	O=C(CSc1nnc2ccc(-c3ccccn3)nn12)Nc1ccccc1F	i	0.5	0%
62	O=C(CN1C(=O)NC(Cc2ccccc2)C1=O)Nc1ccccc1OC(F)F (stereo not given)	i	1.0	2%
63	CCn1c(SCC(=O)N(C)CC(=O)Nc2ccc(OC)cc2)nnc1-c1ccco1	i	0.3	5%
64	CCOc1ccc(NC(=O)CN(C)C(=O)c2cc(-c3cccs3)nn2-c2ccccc2)cc1OCC	i	0.5	-4%
65	COc1ccc(-c2c(C(=O)O)c(-c3ccccc3)cn2C)cc1	i	0.4	-7%
66	Cc1ccc(NC(=O)C(C)OC(=O)CCC2CCCCC2)cc1 (stereo not given)	i	0.4	0%
67	COc1ccc(F)cc1S(=O)(=O)NCC(c1ccco1)N1CCc2ccccc2C1 (stereo not given)	i	1.0	0%
68	COc1ccc(CC(=O)N(CCC2=CCCCC2)c2c(N)n(Cc3ccccc3)c(=O)[nH]c2=O)cc1OC	i	0.4	3%
69	Cc1ccc(S(=O)(=O)n2cccc2CO)cc1	i	2.4	-6%
70	Cc1ccc(S(=O)(=O)NCCC(=O)N2CC(C)OC(C)C2)cc1 (stereo not given)	i	0.6	-4%
71	Cc1ccc(S(=O)(=O)N(C)CC(=O)Nc2ncccc2C)cc1	i	1.1	-2%
72	CC(=O)c1ccc2c(c1)C1C=CCC1C(c1cc3c(cc1Br)OCO3)N2 (stereo not given)	i	4.0	1%
73	O=C(Nc1cccc(S(=O)(=O)N2CCCCCC2)c1)C1CC(=O)N(c2ccc3c(c2)OCCO3)C1 (stereo not given)	i	0.9	1%
74	CCc1nc2ccccc2n1CC(=O)OCC(=O)N(CC(C)C)c1c(N)n(Cc2ccccc2)c(=O)[nH]c1=O	i	0.8	-8%
75	Cc1cc(C)c(NC(=O)CNC(=O)c2ccc(-n3cncn3)c([N+](=O)[O-])c2)c(C)c1	i	0.6	4%
76	COc1ccc(N2CC(C(=O)N(C)CC(=O)Nc3ccc(Cl)c(C(F)(F)F)c3)CC2=O)c(OC)c1 (stereo not given)	i	1.1	8%
77	O=C(c1cccc(S(=O)(=O)NCc2ccccc2)c1)N1CCCCC1	i	0.7	-4%
78	CC(=O)N1CCN(S(=O)(=O)c2cccc(C(=O)NNC(=O)COc3ccc(Cl)cc3C)c2)CC1	i	0.7	-1%
79	O=C(NCC(c1ccco1)N1CCOCC1)c1cccc(Cl)c1 (stereo not given)	i	0.2	4%
80	COc1ccccc1C(=O)N1CCN(c2ccc(N3CCOCC3)nn2)CC1	i	1.3	0%

Part of the list above, in transposed form.
71: Cc1ccc(S(=O)(=O)N(C)CC(=O)Nc2ncccc2C)cc1
72: CC(=O)c1ccc2c(c1)C1C=CCC1C(c1cc3c(cc1Br)OCO3)N2 (stereo not given)
73: O=C(Nc1cccc(S(=O)(=O)N2CCCCCC2)c1)C1CC(=O)N(c2ccc3c(c2)OCCO3)C1 (stereo not given)
74: CCc1nc2ccccc2n1CC(=O)OCC(=O)N(CC(C)C)c1c(N)n(Cc2ccccc2)c(=O)[nH]c1=O
75: Cc1cc(C)c(NC(=O)CNC(=O)c2ccc(-n3cncn3)c([N+](=O)[O-])c2)c(C)c1

Screen / compound no. | 71 | 72 | 73 | 74 | 75
Myeloid diff 2 | i | i | i | i | i
Myeloid diff 2 GFP+ MAC1+ % | 1.1 | 4.0 | 0.9 | 0.8 | 0.6
PhoP inhibition | -2% | 1% | 1% | -8% | 4%

(cont.)
entry	SMILES	Myeloid diff 2	Myeloid diff 2 GFP+ MAC1+ %	PhoP inhibition
81	CCOc1ccc(/C=C/C(=O)N(CC)CC(=O)NCc2cccs2)cc1OC	i	0.6	8%
82	CN(CC(=O)Nc1ccc(Cl)c(C(F)(F)F)c1)C(=O)C1CSC2(C)CCC(=O)N12 (stereo not given)	i	1.3	-7%
83	Cc1csc(=O)n1CC(=O)OCC(=O)Nc1ccc(F)c(F)c1	i	1.4	-1%
84	O=C(C1CCN(S(=O)(=O)c2c(Cl)cccc2Cl)CC1)N1CCCCCCC1	i	0.8	-3%
85	CC(C)C[C@@]12C(=O)N(c3cccc(Br)c3)C(=O)N1[C@H](c1ccc(Cl)cc1)[C@@H]1C(=O)N(C3CCCCC3)C(=O)[C@@H]12	i	2.0	-4%
86	O=C(Nc1ccc(N2CCCC2)c(Cl)c1)c1ccc2c(c1)OCCO2	i	0.8	-6%
87	CCOC(=O)C1=C(COC(=O)/C=C/c2cccc([N+](=O)[O-])c2)NC(=O)NC1C (stereo not given)	i	0.8	3%
88	COc1ccc(NC(=O)COc2ccc(C)c(C)c2)cc1S(=O)(=O)N1CCCCC1	i	0.6	3%
89	CCCCn1c(N)c(N(CCC(C)C)C(=O)C2CC(=O)N(c3ccc(OC)cc3OC)C2)c(=O)[nH]c1=O (stereo not given)	i	0.2	-8%
90	CSc1ccccc1NC(=O)CSCc1nc2sc(C)c(C)c2c(=O)[nH]1	i	0.8	-6%
91	COc1cc(SC)ccc1C(=O)Nc1cccc(S(=O)(=O)NC2=NCCCCC2)c1	i	1.0	-5%
92	CCN(C(=O)COC(=O)C1CCN(S(=O)(=O)c2ccc3c(c2)OCCO3)CC1)C1CCCCC1	i	1.4	-3%
93	O=C(NCCS(=O)(=O)N1CCN(Cc2ccccc2)CC1)c1ccc(F)cc1	i	0.8	-1%
94	COCCn1c(N)c(N(Cc2ccccc2)C(=O)CSCC(=O)Nc2ccc(OC)cc2)c(=O)[nH]c1=O	i	0.8	1%
95	CCc1noc(C)c1C(=O)N(C)CC(=O)Nc1ccc(F)c(F)c1F	i	0.4	-6%

Compound activity (PubChem BioAssay)

Not all compounds are listed (hit frequency here may not be typical).
